Bioassay records deposited in PubChem BioAssay by Sanford-Burnham Center for Chemical Genomics.
APJ agonist: activates the human apelin receptor APJ; AID 2520; 0.11% of 330,000 active; P35414; activation, % at 20 µM; CHO-K1 APJ PathHunter beta-arrestin, luminescence; 0% DMSO wells, 100% apelin;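 active means activation more than six SD over the plate average, tested at 20 µM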;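 further: 0% = DMSO alone and 100% = apelin-13 at 10 nM; some results filed as inactive read as strong as hits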
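Test system: CHO-K1 APJ beta-arrestin complementation cell line. Amount: cell density 1000 per well. Controls: DMSO negative, 10 nM Apelin-13 positive. Signal: luminescent beta-gal fragment complementation, chemiluminescent substrate. Read-out basis: agonist-driven arrestin binding to APJ. Timing: compound stimulation 90 min at 25 °C, detection 60 min.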
EBI2 antag: blocks human EBI2 receptor beta-arrestin signaling; inhibition, % at 5 µM; EBI2 beta-arrestin recruitment, luminescence, 7a,25-OHC stimulated; 0.81% of 360,000 active; in the data active means inhibition above about 38%;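 further: enzyme fragment complementation signal reports receptor beta-arrestin coupling in cells; 0% = agonist plus DMSO wells and 100% = wells without agonist; some results beyond the cut were filed as inactive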
Target sequence (P32249 whole entry, looked up, the tested form may be a part): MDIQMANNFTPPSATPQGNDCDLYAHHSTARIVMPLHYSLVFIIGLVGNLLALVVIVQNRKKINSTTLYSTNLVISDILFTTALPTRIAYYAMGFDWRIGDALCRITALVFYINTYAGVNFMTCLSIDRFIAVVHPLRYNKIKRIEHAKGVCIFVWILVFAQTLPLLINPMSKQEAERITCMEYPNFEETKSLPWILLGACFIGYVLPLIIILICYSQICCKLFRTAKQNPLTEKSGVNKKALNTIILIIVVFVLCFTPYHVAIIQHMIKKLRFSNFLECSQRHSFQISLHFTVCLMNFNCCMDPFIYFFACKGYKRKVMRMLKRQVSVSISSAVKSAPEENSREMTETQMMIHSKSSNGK
Mdm2-MdmX inh: human Mdm2/MdmX binding inhibition. O15151+Q00987. SaOS-2 split-luciferase Mdm2/MdmX complementation, luminescence. inhibition, % at 8 µM. 3% of 330,000 active;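 active means inhibition of at least 50% at 8 µM in the primary screen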
UPR CHOP act: apoptotic UPR (CHOP) activation; CHO-CHOP luciferase reporter, luminescence; percent of tunicamycin response over DMSO baseline; activation, % at 10 µM; 0.34% of 330,000 active; AID 449763;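 active means at 10 µM dose, activation of 40% or more, normalized to positive control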;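 further: 100% = tunicamycin at 10 µg/mL and 0% = DMSO alone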
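Test system: CHO CHOP reporter cells. Input: 500 CHO-CHOP cells per well. Medium: F12 with 10% FBS. Technique: luciferase luminescence. Measure: percent activation relative to tunicamycin control. Dosing: 10 µM compound, 0.5% DMSO. Timing: 16-18 h cell attachment, then 6 h compound exposure, 37 °C.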
CCR6 antag: blocks CCL20-driven beta-arrestin recruitment at human CCR6; P51684; CHO-K1 CCR6 PathHunter beta-arrestin, luminescence, CCL20-stimulated; inhibition, % at 20 µM; 0.49% of 340,000 active; AID 493098;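 active means compounds whose inhibition of the agonist-driven luminescence signal at 20 µM reaches about 50%, limit read from the data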;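 further: cells stimulated with CCL20 at 14 nM final; plate controls were DMSO with CCL20 for no effect and DMSO without agonist for full effect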
tim23-1 inh: inhibits growth of tim23-1 mutant yeast. S. cerevisiae tim23-1 growth, BacTiter-Glo luminescence, 24 h. inhibition, % at 20 µM. 1.3% of 330,000 active. AID 463212;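 active means growth inhibition of the mutant yeast at or above 50%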;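 further: temperature-sensitive mutant grown at 25 °C; plate controls were DMSO-treated mutant yeast for no effect and medium wells lacking yeast for full effect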
CXCR6 inh: CXCR6 (human) receptor inhibition | O00574 | CHO-K1 PathHunter CXCR6 beta-arrestin, luminescence | inhibition, % at 20 µM | 0.36% of 360,000 active | AID 602244; in the data active means inhibition above about 34%, passing the limit was not always enough;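 further: antagonist mode with CXCL16 agonist at 10 nM final; 0% = 10 nM CXCL16 with DMSO and 100% = unstimulated wells without agonist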
Target sequence (O00574 whole entry, looked up): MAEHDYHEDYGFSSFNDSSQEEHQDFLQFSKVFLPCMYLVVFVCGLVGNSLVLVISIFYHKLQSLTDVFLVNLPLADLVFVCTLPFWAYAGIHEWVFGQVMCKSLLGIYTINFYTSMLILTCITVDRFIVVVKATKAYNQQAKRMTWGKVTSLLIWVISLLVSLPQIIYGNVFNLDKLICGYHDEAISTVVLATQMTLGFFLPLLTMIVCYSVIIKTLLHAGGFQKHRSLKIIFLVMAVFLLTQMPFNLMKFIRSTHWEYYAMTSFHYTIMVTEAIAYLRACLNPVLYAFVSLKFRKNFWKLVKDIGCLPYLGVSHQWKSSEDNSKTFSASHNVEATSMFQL
XBP1 UPR activ: activators of adaptive arm of unfolded protein response (XBP1); CHO-XBP1 luciferase reporter, IRE1-XBP1 UPR activation, luminescence; percent of tunicamycin response, DMSO as zero; activation, % at 20 µM; 0.33% of 330,000 active; AID 463104;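 active means versus positive control, 20 µM dose yields 30% or more activation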;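 further: 100% = tunicamycin at 10 µg/mL and 0% = DMSO only wells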
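Assay system: CHO-XBP1 luciferase reporter cells; Schedule: 6 h treatment, 37 °C; Detection: glow luminescence from Steady-Glo reagent; Benchmarks: high control tunicamycin 10 µg/mL final, low control DMSO vehicle only.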
APJ antagonist: blocks the human apelin receptor APJ; 0.32% of 330,000 active; P35414; inhibition, % at 20 µM; AID 2521; CHO-K1 APJ beta-arrestin complementation, luminescence;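 active means inhibition above about 40% at 20 µM, limit read from the data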;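 further: cells challenged with 10 nM apelin-13 agonist together with compound; plate controls were apelin-13 plus DMSO wells for no effect and DMSO wells lacking apelin-13 for full effect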
* marks the source's active call; other numbers are inactive results. Only part of the results is shown, so the mix of outcomes need not match the whole.

molecule,APJ agonist,EBI2 antag,Mdm2-MdmX inh,UPR CHOP act,CCR6 antag,tim23-1 inh,CXCR6 inh,XBP1 UPR activ,APJ antagonist
CCN(CC)S(=O)(=O)c1ccc(C(=O)NNC(=O)c2csc(N3CCOCC3)n2)cc1,1,10,-21,1.6,5,14,-9,-3,21
Cc1cccc(C(O)(C(=O)NNc2ccc3ccccc3n2)c2cccc(C)c2)c1,-1,2,53*,-1.1,3,0,-6,-4,-3
CCn1ccc2c(OCC(=O)NCCc3ccc(OC)c(OC)c3)cccc2c1=O,-3,-8,2,1.0,1,12,-8,-2,6
Cc1noc(NS(=O)(=O)c2ccc(NC(=O)CSc3nc4c(cc3C#N)CCCC4)cc2)c1C,0,-4,22,-1.6,0,-4,2,-2,7
CCc1ccc(NC(=O)COC(=O)CCc2nc3cc(S(=O)(=O)N(CC)CC)ccc3n2C)cc1,-3,-10,-9,1.1,4,8,-6,1,-7
CC(C)c1nnc(NC(=O)c2cccc(-n3cnnn3)c2)s1,-6,0,-12,-1.0,-7,-7,-12,1,17
O=C(Nc1ccccc1C(=O)N1CCOCC1)c1ccc(Br)cc1,-3,-2,10,-0.9,8,-4,-14,-3,8
Nc1nc(N)c2cc(Sc3ccc4ccccc4c3)ccc2n1,13,-5,100*,-0.6,-3,59*,-9,1,-10
COc1ccc2c(c1)c(N=O)c(O)n2C,0,4,26,-2.6,14,11,4,-2,-7
Cc1cc(C)nc(N2N=C(C(F)(F)F)CC2=O)n1,0,-2,1,-0.6,-5,14,-7,1,2
Cc1ccc(CNS(=O)(=O)c2ccc(CN3C(=O)c4cccnc4C3=O)cc2)o1,1,-4,6,-0.8,4,-1,4,-5,4
CCOc1cc(S(=O)(=O)N2CCCCC2)ccc1Cl,-3,8,-6,0.5,-1,16,2,-2,7
Cn1c(SCc2c(F)cccc2Cl)nnc1-c1cccs1,0,1,-57,3.5,3,41,-1,5,-3
Cc1ccc(OCC(=O)Nc2ccc(-c3nc4ncccc4o3)cc2)c(C)c1,-4,1,-23,-1.0,14,-14,1,-2,2
NC(=O)c1ccc(NCCCN2CCOCC2)c([N+](=O)[O-])c1,-3,-3,8,-2.0,-23,12,-5,-2,19

A portion of the results above, for reference:
molecule,APJ agonist,EBI2 antag,Mdm2-MdmX inh,UPR CHOP act,CCR6 antag,tim23-1 inh,CXCR6 inh,XBP1 UPR activ,APJ antagonist
CCN(CC)S(=O)(=O)c1ccc(C(=O)NNC(=O)c2csc(N3CCOCC3)n2)cc1,1,10,-21,1.6,5,14,-9,-3,21
Cc1cccc(C(O)(C(=O)NNc2ccc3ccccc3n2)c2cccc(C)c2)c1,-1,2,53*,-1.1,3,0,-6,-4,-3

Next entries follow.
molecule,APJ agonist,EBI2 antag,Mdm2-MdmX inh,UPR CHOP act,CCR6 antag,tim23-1 inh,CXCR6 inh,XBP1 UPR activ,APJ antagonist
O=C(NCCc1c[nH]c2ccccc12)C(=O)NCC1OCCCN1S(=O)(=O)c1cc(F)ccc1F (configuration not stated),1,6,1,0.2,7,7,-6,3,-12
O=C(CCSc1nnc(-c2ccncc2)o1)Nc1ccccc1Cl,-1,2,-6,-3.6,-10,-3,7,-2,-33
Cc1cccc(N2CCN(C(=O)CCNS(=O)(=O)c3ccc4c(c3)oc(=O)n4C)CC2C)c1 (configuration not stated),3,2,18,0.9,2,-12,2,-6,18
CN1c2ccccc2Sc2cc(N)ccc21,8,-4,-17,1.5,0,34,-4,10,-12
O=C(Nc1ccc(N2CCOCC2)cc1)c1cc(-n2cnnc2)ccc1Cl,-2,1,13,-1.6,-4,-18,-8,-6,4
O=C(O)C1CCCN(S(=O)(=O)c2ccc(Br)cc2)C1 (configuration not stated),-5,-2,28,-1.2,-1,3,-2,-2,18
COc1ccccc1C(=O)Nc1ccon1,-5,3,7,-1.0,-7,1,-4,2,12
O=C(N/N=C/c1cccnc1)c1ccc(O)cc1,-2,3,-9,-1.9,10,-1,1,1,0
CCOc1ccccc1NC(=O)COC(=O)Cc1ccsc1,-1,-13,-13,-0.1,5,12,5,0,3
O=C(Nc1cccc([N+](=O)[O-])c1)c1cccc(C(=O)Nc2cccc([N+](=O)[O-])c2)c1,0,7,76*,20,22,-10,24,13,9
CCC1(c2ccccc2)NC(=O)N(CC(=O)NC2CCCCCC2)C1=O (configuration not stated),0,-8,1,0.3,8,8,3,2,0
CCOC(=O)c1ccccc1NS(=O)(=O)c1c(C)nc2sccn2c1=O,2,2,-16,1.0,6,24,2,0,-8

Quoted from the listing:
Entry for NC(=O)c1ccc(NCCCN2CCOCC2)c([N+](=O)[O-])c1 under tim23-1 inh: 12
Entry for O=C(O)C1CCCN(S(=O)(=O)c2ccc(Br)cc2)C1 (configuration not stated) under UPR CHOP act: -1.2
Entry for CCc1ccc(NC(=O)COC(=O)CCc2nc3cc(S(=O)(=O)N(CC)CC)ccc3n2C)cc1 under APJ antagonist: -7

Structures above with a Cl atom (4):
molecule,APJ agonist,EBI2 antag,Mdm2-MdmX inh,UPR CHOP act,CCR6 antag,tim23-1 inh,CXCR6 inh,XBP1 UPR activ,APJ antagonist
CCOc1cc(S(=O)(=O)N2CCCCC2)ccc1Cl,-3,8,-6,0.5,-1,16,2,-2,7
Cn1c(SCc2c(F)cccc2Cl)nnc1-c1cccs1,0,1,-57,3.5,3,41,-1,5,-3
O=C(CCSc1nnc(-c2ccncc2)o1)Nc1ccccc1Cl,-1,2,-6,-3.6,-10,-3,7,-2,-33
O=C(Nc1ccc(N2CCOCC2)cc1)c1cc(-n2cnnc2)ccc1Cl,-2,1,13,-1.6,-4,-18,-8,-6,4
